# Screening results: PubChem BioAssay, The Scripps Research Institute Molecular Screening Center
# luminol inh ctr: quenches luminol chemiluminescence in Nox1 counter-screen; inhibition, % at 6.7 µM; HRP/luminol/H2O2 chemiluminescence counterscreen; 0.4% of 16,000 active; note: reference of the scale not given here
# Nox1 inh: blocks human NADPH oxidase 1 activity. AID 1792. Q9Y5S8. HT29 cells, luminol chemiluminescence ROS. 0.81% of 16,000 active. inhibition, % at 6.7 µM
# S1P1 agonist: activates the human S1P1 receptor. P21453. S1P1 agonist cell-based reporter assay. activation, % at 4.5 µM. 1.5% of 16,000 active. AID 1044; in the data active = activation above about 80%
# KOR antag MB: OPRK1 (human) antagonism, Maybridge screen; AID 652031; inhibition, % at 9 µM; P41145; OPRK1 cells, antagonist mode, fluorescence readout; 0.4% of 16,000 active; in the data active = inhibition above about 50%
# PME-1 Maybr inh: PME-1 (human) inhibition, Maybridge primary screen; inhibition, % at 9 µM; AID 2291; recombinant PME-1, FP-Rh probe fluorescence polarization; 0.5% of 16,000 active; in the data active = inhibition above about 30%
# Target sequence (Q9Y570 whole entry, looked up): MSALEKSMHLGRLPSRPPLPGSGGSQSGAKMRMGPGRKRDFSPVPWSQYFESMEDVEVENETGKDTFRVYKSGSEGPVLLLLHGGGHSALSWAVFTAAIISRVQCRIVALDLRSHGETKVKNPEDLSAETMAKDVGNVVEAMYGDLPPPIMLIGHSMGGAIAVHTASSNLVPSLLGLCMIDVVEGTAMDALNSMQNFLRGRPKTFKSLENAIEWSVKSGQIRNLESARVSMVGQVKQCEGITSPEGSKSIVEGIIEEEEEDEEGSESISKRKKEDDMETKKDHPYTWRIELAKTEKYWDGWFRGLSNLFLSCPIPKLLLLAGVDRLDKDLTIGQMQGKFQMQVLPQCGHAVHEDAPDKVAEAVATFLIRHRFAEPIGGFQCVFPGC
# NOTCH ag: activates NOTCH signaling in reporter cells; NOTCH signaling luciferase reporter cells, luminescence; activation, % at 2.5 µM; 0.4% of 15,000 active; in the data active = activation above about 2.2%
# rat GALR2 ag: agonists of rat galanin receptor 2 (GALR2); 0.5% of 16,000 active; activation, % at 10 µM; AID 833; cell-based GALR2 agonist screen; O08726; in the data active = activation above about 15%
# Target sequence (O08726 whole entry, looked up): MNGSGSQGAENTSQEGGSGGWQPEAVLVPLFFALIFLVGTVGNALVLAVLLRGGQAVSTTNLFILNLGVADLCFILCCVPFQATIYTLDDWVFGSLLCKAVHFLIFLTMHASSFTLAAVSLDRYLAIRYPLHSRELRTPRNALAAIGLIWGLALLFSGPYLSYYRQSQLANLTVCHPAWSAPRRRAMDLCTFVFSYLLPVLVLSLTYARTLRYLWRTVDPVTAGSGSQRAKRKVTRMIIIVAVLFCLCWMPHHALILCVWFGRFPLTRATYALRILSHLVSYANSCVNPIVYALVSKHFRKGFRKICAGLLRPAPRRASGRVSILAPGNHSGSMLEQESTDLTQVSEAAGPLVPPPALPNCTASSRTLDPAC
# TLR4 MyD88 blk: blocks binding of human TLR4 to MyD88; Cell-based TLR4-MyD88 binding inhibition assay; 0.06% of 16,000 active; O00206; inhibition, % at 10 µM; in the data active = inhibition above about 45%
# Active calls of the source: *; . = not tested or not shown. Cut-off read from the data, not from the text of the source, unless noted: active = inhibition above about 75%; inactive = the rest. A portion of the library, so the mix of outcomes need not match the whole.
smiles	luminol inh ctr	Nox1 inh	S1P1 agonist	KOR antag MB	PME-1 Maybr inh	NOTCH ag	rat GALR2 ag	TLR4 MyD88 blk
COc1ccc(NC(=S)Nc2ccc(F)cc2F)c([N+](=O)[O-])c1	3.9	-14.1	3.8	11.6	-4.0	-0.8	-8.6	0.5
CN(CCC#N)c1ccc(/C=C2\CC/C(=C\c3ccc(N(C)CCC#N)cc3)C2=O)cc1	1.0	31.4	-5.3	-0.9	-18.3	0.1	-5.6	-9.1
COc1cc(Br)c(CCC#N)cc1OC	2.6	-54.5	13.7	14.8	0.0	0.3	-5.0	23.0
N#CC(C#N)=Cc1cccc(OCc2ccccc2)c1	2.4	-64.7	56.5	7.4	-5.5	-0.8	-7.0	9.8
CCOC(=O)C(=CNC1CCCCNC1=O)C(=O)OCC (centres undefined)	-7.0	20.8	5.3	17.5	1.0	-0.1	11.1	2.7
CC(C(=O)C12CC3CC(CC(C3)C1)C2)N(C)C (centres undefined)	1.5	-14.8	-11.0	21.1	-2.5	-0.3	-4.5	1.5
CC1(C)CCc2cc(-c3ccnc(SCC(=O)c4ccccc4)n3)ccc2O1	-4.6	14.0	-11.3	-14.6	0.3	0.1	-5.3	-13.2
N#Cc1c(Cl)cccc1NCCCN1CCCCC1	1.9	-52.4	4.7	13.2	-6.7	-0.3	-2.0	-1.8
CCOC(=O)c1cnc(S/C=C/C(=O)c2ccccc2)nc1N	2.0	-10.8	-3.1	-5.8	-2.2	0.9	-3.4	8.5
O=C(NC1=NCCN1)c1c(Cl)cccc1Cl	-3.2	-5.2	-5.2	16.1	-0.9	-0.1	-5.1	-2.1

# The final 3 compounds of the section before come first, to join the parts:
smiles	luminol inh ctr	Nox1 inh	S1P1 agonist	KOR antag MB	PME-1 Maybr inh	NOTCH ag	rat GALR2 ag	TLR4 MyD88 blk
N#Cc1c(Cl)cccc1NCCCN1CCCCC1	1.9	-52.4	4.7	13.2	-6.7	-0.3	-2.0	-1.8
CCOC(=O)c1cnc(S/C=C/C(=O)c2ccccc2)nc1N	2.0	-10.8	-3.1	-5.8	-2.2	0.9	-3.4	8.5
O=C(NC1=NCCN1)c1c(Cl)cccc1Cl	-3.2	-5.2	-5.2	16.1	-0.9	-0.1	-5.1	-2.1
Cc1ccc(NC(=S)NCc2ccncc2)c(C)c1	-1.4	-15.9	-7.3	-4.1	3.5	-0.8	-6.1	5.6
NNC(=O)CNc1ccc2c(c1)OCO2	3.4	49.8	6.5	6.4	6.7	0.6	-5.5	0.9
c1ccc2c(c1)NC(C1Nc3ccccc3O1)O2 (centres undefined)	8.9	60.4	-3.3	9.3	9.0	0.4	-5.0	3.8
CCCc1cc(=O)oc2cc(OC(=O)c3ccccc3Cl)ccc12	0.8	-61.3	8.4	-1.8	-0.2	-0.9	-5.1	-3.8
O=S(=O)(OC[C@H]1CC2C=CC1CC2)c1ccccc1 (some centres undefined)	-2.0	-13.8	-3.7	1.9	-1.5	-0.3	-8.2	-0.3
CNc1nnc(SCc2csc3ccccc23)s1	3.5	-24.3	118.1*	2.3	-2.8	.	-5.7	13.4
Cc1oc(-c2ccc(Cl)cc2)cc1C(=O)N1CCOCC1	-5.0	4.5	6.2	16.7	7.9	0.0	-0.3	-0.3
Cc1cc(C)c2cc(C(=O)N3CCc4ccccc4C3)[nH]c2c1	-3.9	-21.0	-2.7	-4.9	7.5	-5.7	-6.7	-7.9
O=C1CC(c2ccccc2)=NN1	13.4	-7.5	2.6	-11.5	4.6	.	-12.7	0.2
Cc1cc(Sc2nc(C)cc(C)c2C#N)nc(N)n1	-6.2	-2.7	-13.6	-17.4	2.9	-0.2	-7.5	1.3
CC(C)N1C(=O)c2ccccc2N(Cc2ccccc2)S1(=O)=O	-26.9	8.1	-2.1	14.8	6.2	-0.5	-5.7	1.4
O=C(c1cccs1)N1CCN(C(=O)C2CCCCC2)CC1	0.6	27.1	-5.9	-13.9	3.7	-0.3	-3.0	-2.8
Cn1cc(Cl)c(/C=C(\C#N)C(N)=O)n1	-6.3	9.5	15.3	1.2	6.7	-0.3	-5.3	4.0
Cc1c(CC(=O)NNS(=O)(=O)c2ccccc2C(F)(F)F)sc2ccc(Cl)cc12	-1.2	-49.2	19.2	1.4	4.4	-0.2	-7.4	2.6
Oc1ccccc1/C=N/c1ncn[nH]1	2.3	-55.5	6.5	-7.2	-1.8	-0.3	-6.5	6.4
Cc1c(C#N)c2nc3ccccc3n2c(=O)/c1=C\NN1C(=O)CNC1=S	3.1	-10.6	0.1	5.3	2.4	0.1	-6.6	-3.2
COC(=O)c1ccccc1NC(=O)c1ccc2c(c1)OCCCO2	-6.6	12.6	5.6	-14.7	3.2	-1.0	-6.1	-8.5
COc1ccc(-c2nnsc2N2C(=O)c3ccccc3C2=O)cc1	3.0	-8.3	-17.8	13.7	-2.6	0.7	-6.7	-6.6
Cc1cn(C(=O)c2snnc2C)nc1-c1cccs1	0.2	-61.3	-4.0	-11.8	1.7	-0.5	-2.8	15.1
O=C(Oc1cc2ccccc2cc1C(=O)O)c1cccc(Cl)c1	-0.5	-37.3	-5.7	-3.8	2.5	-1.0	-6.8	0.7

# Single records, as listed above:
# Entry for Cc1cn(C(=O)c2snnc2C)nc1-c1cccs1 = luminol inh ctr = 0.2; Nox1 inh = -61.3; S1P1 agonist = -4.0; KOR antag MB = -11.8; PME-1 Maybr inh = 1.7; NOTCH ag = -0.5; rat GALR2 ag = -2.8; TLR4 MyD88 blk = 15.1
# Entry for Oc1ccccc1/C=N/c1ncn[nH]1 = luminol inh ctr = 2.3; Nox1 inh = -55.5; S1P1 agonist = 6.5; KOR antag MB = -7.2; PME-1 Maybr inh = -1.8; NOTCH ag = -0.3; rat GALR2 ag = -6.5; TLR4 MyD88 blk = 6.4

# The list continues:
smiles	luminol inh ctr	Nox1 inh	S1P1 agonist	KOR antag MB	PME-1 Maybr inh	NOTCH ag	rat GALR2 ag	TLR4 MyD88 blk
NCCCCCCNC1=C(Cl)C(=O)c2ccccc2C1=O	0.8	3.1	-14.6	4.6	3.7	0.2	-5.0	-3.8
O=S(=O)(c1cc(Cl)cc(Cl)c1)N1CCN(S(=O)(=O)c2cccs2)CC1	-1.8	-21.9	2.1	-6.0	0.6	-0.3	-1.3	2.2
CC(C)(C)c1ccc(NC(=O)CN2CCOCC2)c(NC(=O)c2ccco2)c1	1.5	-18.8	-21.0	-0.8	2.7	0.2	-6.2	0.7
CCSC1=NCN(Cc2cccs2)CN1	-0.6	-47.5	-21.6	4.9	1.2	-0.6	-6.6	4.5
O=S(=O)(c1ccccc1)c1ccc(-c2ccn[nH]2)cc1	-6.6	-10.8	6.0	21.8	-1.0	0.1	-9.3	5.7
Cc1ccc(-n2c(CC#N)n[nH]c2=S)c(C)c1	16.9	7.9	-10.6	3.6	0.4	-0.8	-9.8	7.5
COc1ccc2c(c1)c(C(=O)ON1C(=O)CCC1=O)c(C)n2C1CC1	5.9	-66.5	11.4	7.2	-1.8	-0.1	-0.8	9.9
Cc1nc(/N=C(\N)NC(=O)Nc2ccc(Cl)cc2)sc1Br	0.4	-14.9	-15.7	0.7	-6.6	-0.6	-5.4	-2.5
CC1(C)COC(C2CCNCC2)OC1	3.3	-31.8	3.1	12.4	-3.3	-0.7	-4.5	7.4
O=C(Nc1nnc(C2CC2)s1)c1ccc(Oc2cc(Cl)cc(Cl)c2)o1	-0.4	-9.9	-5.5	11.5	-1.7	0.4	0.8	5.0
COC(=O)COc1ccc(SC(F)(F)F)cc1	-5.5	-9.5	8.6	25.3	2.5	-0.2	-6.4	-5.6
N#C/C(=C\c1ccccc1)C(=O)C1CC1	1.2	-1.1	-22.6	22.6	3.7	0.3	-8.5	-6.5
O=C(CN1CCN(c2nc3cc(Cl)ccc3s2)CC1)c1cc(-c2ccccc2)no1	-0.8	-20.8	-5.2	-6.3	2.2	-0.1	-2.4	3.8
COc1ccc(OC)c(-c2ccn[nH]2)c1OCc1ccccc1	4.1	-39.0	57.3	1.7	-1.9	-0.3	-7.0	10.0
O=C1NN=C(c2ccccc2)/C1=C1\SC(C(=O)c2cccs2)=NN1c1ccccc1	12.5	-16.2	6.7	6.1	17.7	-0.1	-5.0	10.0
Cc1nc(S(=O)(=O)NC2CCS(=O)(=O)C2)cn1C (centres undefined)	-7.1	3.9	-3.9	10.9	4.4	-0.5	-5.4	-0.9
Nc1ccccc1C(=O)NC1CCCCNC1=O (centres undefined)	2.7	-61.2	0.5	-10.0	-2.0	-0.2	-7.1	-2.3
N#CC1=C(C(N)=O)N=C(c2ccccc2)C(c2ccccc2)N1 (centres undefined)	0.6	-72.4	-20.2	-3.6	0.1	0.1	-6.0	5.4
CSc1ncc(C#N)c(N)n1	-2.3	-25.2	-5.1	6.6	6.6	-0.5	-2.7	2.9
COc1cscc1C(=O)Nc1cc(C(F)(F)F)cc(C(F)(F)F)c1	-1.3	-13.1	-4.2	14.1	-1.2	-0.8	7.8	-2.6
N#C/C(=C\c1ccc[nH]1)C(=O)Nc1ccsc1C(N)=O	3.5	-2.7	-2.7	-17.6	-13.9	0.1	-10.6	-3.5
CCOC(=O)c1nc(C)nc(Sc2ccc(Cl)cc2)c1C	-4.1	19.1	-8.8	-8.7	6.5	-0.5	-2.2	-6.8
O=C(O)c1ccccc1-c1ccccc1C(=O)Nc1ccc(F)cc1	2.3	-16.0	-0.7	13.9	-3.4	-0.3	-8.8	-1.9
CNC(=O)Nc1cc(NC(=O)NC)cc(C(F)(F)F)c1	-9.4	24.0	11.6	-1.1	2.9	-0.9	-3.0	-0.9
N/C(CSc1ccc(Cl)cc1)=N\S(=O)(=O)c1cc(Cl)cc(Cl)c1	-1.9	16.0	-16.6	-3.6	1.9	-0.7	-4.0	-2.1
CN1CCN(CC(=O)N2CCc3ccccc32)CC1	-5.5	10.6	-10.5	4.7	4.7	-0.5	-7.1	-7.7
O=C(c1ccc(F)c(Cl)c1)c1ccc(F)c(Cl)c1	2.8	-33.9	3.1	-13.1	-1.7	-0.2	-3.7	7.8
CCOC(=O)O/N=C(\C(=O)c1ccccc1)c1ccccc1	3.2	-3.2	-17.4	20.0	1.5	-0.7	-6.1	-1.6
Cc1ccc2cc(NC(=O)c3ccc(C(F)(F)F)nc3C)ccc2n1	0.7	-7.4	8.5	7.9	0.5	0.1	-3.7	-9.6
CC1(C)C(=O)N(CNc2ccc(F)cc2)C(=O)N1C(=O)c1ccc(Cl)cc1	-4.1	9.5	2.3	-8.4	0.3	-0.1	-3.5	-5.9
Cc1nc(-c2ccccc2)sc1-c1nnc(C2CC2)o1	1.9	-8.3	-1.6	2.4	-1.9	-0.5	-3.1	6.7
OC(CN1CCN(c2ccc(C(F)(F)F)cn2)CC1)c1ccc2c(c1)OCCO2 (centres undefined)	3.4	-36.8	4.2	-2.5	-3.6	0.6	-5.0	-2.5
CNC(=O)n1cc(C)c(-c2ccccc2)n1	3.0	-15.8	-22.3	-5.1	-5.2	-0.3	-6.6	6.5
Cc1cc(C)n(C2=NCCN2S(C)(=O)=O)n1	2.9	-81.6	-4.0	8.6	0.1	-0.1	-4.9	11.0
CSC(N)=Nc1ccc(Cl)cc1	2.0	-11.2	1.7	-11.4	-9.5	-0.3	-0.5	-1.3
Cn1c(SCC(=O)c2ccc(Br)cc2)nc2sc3c(c2c1=O)CCCC3	-0.1	-2.8	7.1	-44.3	-1.3	-0.4	-3.6	0.5
N#CCC(=O)N(Cc1ccccc1F)C(=O)NC1CCCCC1	5.6	-26.9	9.2	-6.2	-3.2	-0.5	-3.6	-4.6
COc1ccc(SCCC(=O)NNS(=O)(=O)c2cccs2)cc1	15.5	-11.1	7.3	-5.1	-0.1	-0.4	-5.0	1.4
Cn1ccc(NS(=O)(=O)c2ccc(NS(=O)(=O)c3ccc(Cl)cc3)cc2)n1	-5.5	5.5	-13.5	-2.5	2.5	-0.5	-5.4	-0.3
Cc1nc(C)c(C(=O)NNC(=O)COc2ccc(Cl)cc2Cl)s1	6.7	-53.5	-10.9	-4.1	-1.1	0.0	2.1	-3.0

# The closing two entries of the section above come first, to join the parts.
smiles	luminol inh ctr	Nox1 inh	S1P1 agonist	KOR antag MB	PME-1 Maybr inh	NOTCH ag	rat GALR2 ag	TLR4 MyD88 blk
Cn1ccc(NS(=O)(=O)c2ccc(NS(=O)(=O)c3ccc(Cl)cc3)cc2)n1	-5.5	5.5	-13.5	-2.5	2.5	-0.5	-5.4	-0.3
Cc1nc(C)c(C(=O)NNC(=O)COc2ccc(Cl)cc2Cl)s1	6.7	-53.5	-10.9	-4.1	-1.1	0.0	2.1	-3.0
COC(=O)C1SC/C(=N\O)C1C(=O)OC (centres undefined)	-1.3	-6.3	-3.2	-4.5	4.9	0.7	-1.5	20.0
CNc1nc2cccnc2s1	2.6	-35.9	-3.0	-20.4	0.1	0.6	-6.2	.
CCn1c2c(c3cc(OCC(C)C)ccc31)CCCC2=O	-0.8	-39.4	-18.1	-1.7	0.9	-0.8	-3.6	-1.9
CC(C)(C)OC(=O)Nc1ccc(C(C)(C)C)cc1	-1.0	-37.4	-2.8	1.3	0.7	-0.5	-7.7	-6.8
